From PubChem BioAssay
L929 necroptosis = inhibitors of zVAD-triggered necroptosis, primary screen, L929 cells | 0.38% of 220,000 active | L929 zVAD necroptosis rescue, ATP luminescence, 24 h; with zVAD 60 µM | viability rescue, % at 10 µM;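 active means activation, scaled between plate controls, above about 75%, limit read from the data; inactive means activation under that limit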;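 further: 0% = zVAD with DMSO and 100% = DMSO alone without zVAD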
EP2 antag = human EP2 receptor antagonists, primary screen, TR-FRET cAMP, C6 glioma cells. C6 glioma cells expressing human EP2; cells stimulated with saturating PGE2. inhibition, % at 25 µM. 0.52% of 260,000 active;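 active means percent inhibition above 40 after rounding to a whole number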;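 further: rat C6 glioma host cells with rolipram phosphodiesterase inhibitor present; the protocol text gives 20 µM as final concentration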
Target sequence (P43116 whole entry, looked up): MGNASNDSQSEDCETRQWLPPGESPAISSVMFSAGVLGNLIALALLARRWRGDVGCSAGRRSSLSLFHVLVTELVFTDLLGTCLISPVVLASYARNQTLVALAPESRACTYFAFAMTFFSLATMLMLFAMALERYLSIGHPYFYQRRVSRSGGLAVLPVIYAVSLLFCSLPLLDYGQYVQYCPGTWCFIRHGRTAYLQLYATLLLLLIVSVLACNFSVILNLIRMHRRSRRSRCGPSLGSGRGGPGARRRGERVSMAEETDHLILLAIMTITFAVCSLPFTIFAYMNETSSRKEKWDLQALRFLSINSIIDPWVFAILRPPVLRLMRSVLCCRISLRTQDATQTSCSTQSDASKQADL
Hck-Nef inh = inhibitors of Nef-activated human Hck kinase, primary screen, biochemical, Z-Lyte FRET, 384-well, Hck-YEEI; Tyrosine-protein kinase HCK (Homo sapiens), P08631; 0.68% of 220,000 active; Recombinant Hck-YEEI plus Nef, Z-Lyte FRET kinase assay; inhibition, % at 20 µM;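 active means Hck-Nef kinase inhibition above about 50%, limit read from the data; inactive means inhibition below that limit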;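 further: 0% = DMSO with Hck plus Nef and 100% = Hck alone without Nef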
Calpain2 inh = inhibitors of pig calpain II, primary screen, biochemical, fluorogenic peptide substrate, 1536-well; inhibition, % at 16 µM; 0.37% of 220,000 active; purified calpain II, 30 min; AID 1236, 2008;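 active means inhibition above about 50%, limit read from the data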
EP2 modulator = EP2 receptor modulators, cAMP readout, primary screen, cell-based, HTRF cAMP, PGE2 stimulation. EP2-expressing cells, cAMP HTRF FRET, PGE2 co-stimulation. induction, % at 25 µM. 0.83% of 260,000 active;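 active means compounds whose cAMP rise, as percent of the full-agonist control response, exceeds 60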;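 further: rat C6 glioma line stably carrying human EP2 under a CMV promoter; the protocol text gives 20 µM as final concentration; 100% = response of wells given 1 µM PGE2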
TbHK1 inh = Trypanosoma brucei hexokinase 1 inhibitors, primary screen, biochemical, G6PDH-coupled NADH absorbance, MLSCN library; 0.11% of 220,000 active; inhibition, % at 10 µM; recombinant TbHK1, G6PDH-coupled NADH A340;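 active means inhibition of 50% or more in the single-dose primary screen; inactive means inhibition below 50%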
Rad51 HR inh = human RAD51 strand exchange inhibitors, primary screen, biochemical, fluorescence. DNA repair protein RAD51 homolog 1 (Homo sapiens), Q06609. hRad51 DNA strand exchange, fluorescence dequenching. inhibition, % at 10 µM. 0.085% of 200,000 active;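 active means inhibition above 40% at the single screening dose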;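 further: 0% = DMSO control wells and 100% = blanks with heterologous ssDNA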
Target sequence (Q06609 whole entry, looked up): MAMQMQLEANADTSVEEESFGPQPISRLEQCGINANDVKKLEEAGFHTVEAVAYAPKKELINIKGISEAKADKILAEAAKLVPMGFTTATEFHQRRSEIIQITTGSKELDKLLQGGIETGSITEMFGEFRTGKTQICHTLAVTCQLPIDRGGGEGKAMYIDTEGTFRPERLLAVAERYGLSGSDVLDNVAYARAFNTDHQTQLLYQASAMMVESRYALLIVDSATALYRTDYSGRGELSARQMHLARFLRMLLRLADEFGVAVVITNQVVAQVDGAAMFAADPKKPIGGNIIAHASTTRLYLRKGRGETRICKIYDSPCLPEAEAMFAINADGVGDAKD
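Test system – preformed human Rad51 ssDNA filaments · Reagent – Donor/quencher-labelled 47-bp dsDNA substrate · Incubation – 37 °C 15-min filament assembly, 30-min compound preincubation, 15-min exchange · Signal – FRET fluorescence dequenching, excitation 485 nm, emission 520 nm · Read-out – percent inhibition from fluorescence, normalised to plate control and blank means · Benchmarks – plate control and blank wells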
eIF4E 4G PPI = eIF4E–eIF4G protein interaction inhibitors, primary screen, biochemical, uHTS, TR-FRET, eIF4GI fragment. 0.37% of 220,000 active. TR-FRET eIF4E-eIF4GI(517-606) binding, 2 h. inhibition, % at 21.7 µM. Eukaryotic translation initiation factor 4E (Mus musculus) + Eukaryotic translation …;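 active means inhibition above about 30%, limit read from the data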;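 further: 0% = full FRET control wells and 100% = background wells lacking eIF4GI fragment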
14-3-3 Bad inh = inhibitors of 14-3-3 zeta/Bad binding, primary screen, biochemical, TR-FRET, bovine 14-3-3 zeta; inhibition, % at 21.7 µM; TR-FRET 14-3-3zeta/Dy647-pBad peptide displacement, 1 h; 14-3-3 protein zeta/delta (Bos taurus), P63103; AID 781, 2007; 0.71% of 220,000 active;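 active means inhibition above about 70%, limit read from the data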;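 further: 0% = full 14-3-3 plus peptide FRET controls and 100% = background without 14-3-3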
Target sequence (P63103 whole entry, looked up): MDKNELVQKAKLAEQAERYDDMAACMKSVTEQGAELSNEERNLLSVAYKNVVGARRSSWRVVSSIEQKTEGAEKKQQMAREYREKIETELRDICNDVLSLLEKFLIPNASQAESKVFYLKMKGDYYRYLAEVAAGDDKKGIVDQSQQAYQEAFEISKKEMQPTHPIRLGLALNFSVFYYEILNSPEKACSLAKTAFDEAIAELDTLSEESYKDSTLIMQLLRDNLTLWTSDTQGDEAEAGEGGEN
* marks the source's active call; other numbers are inactive results; i = inactive; nt = not tested or not shown; & = joins results of further samples; [ ] = dose if it differs, or a comment.

Order of results: L929 necroptosis	EP2 antag	Hck-Nef inh	Calpain2 inh	EP2 modulator	TbHK1 inh	Rad51 HR inh	eIF4E 4G PPI	14-3-3 Bad inh
- CNS(=O)(=O)c1cccc(C(=O)OCc2csc(-c3ccccc3)n2)c1
    0.2	13	-46	10	-53	-2	nt	0	-1
- CCCCNC(NCCCC)=C(S(=O)(=O)CC)S(=O)(=O)CC
    0.0	6	1	-33	22	8	-1	10	-4
- COc1ccc(/C(C)=N/N=C(N)N)c(OC)c1
    0.4	12	4	-19	-3	1	2	3	-2
- CC(C)c1nc(N2CCN(C(=O)c3ccco3)CC2)c2c3c(sc2n1)CCCC3
    0.0	6	1	-75	26	-2	-5	-8	-12
- CCOc1ccc(CCNC(=O)CSc2nn(-c3ccc(C)c(Cl)c3)c(=S)s2)cc1OCC
    0.6	9	2	-31	24	-9	-1	7	0[fluorescence artefact?]
- Cc1cc2cc(C=C(C#N)C#N)c(Cl)nc2cc1C
    0.3	17	8	-27	-45	-5	nt	12	-2
- COCCSc1ccccc1C(=O)N1CCc2ccccc2C1
    1.7	8	11	0	-9	-7	1	2	0
- CC12CCC(=O)N1c1ccccc1C(=O)N2c1ccccc1 (stereo not drawn)
    -1.1	24	4	22	13	-8	-5	-6	-2
- Clc1cc2cccnc2c2ccccc12
    -0.2	13	1	26	34	0	27	3[fluorescence artefact?]	-2
- N#CN=C1SCCS1
    1.9	13	0	11	66*	-10	6	-4[fluorescence artefact?]	-5[fluorescence artefact?]
- Cc1oc(-c2ccc3c(c2)OCCO3)cc1C(=O)O
    0.9	6	-3	0	15	7	-3	-2	-12
- O=C1c2cccc3c([N+](=O)[O-])ccc(c23)C(=O)N1CC1CCCO1 (stereo not drawn)
    3.8	12	-14	-324	-65	-6	-5	17	27
- O=C(CCCc1nc2ccccc2s1)N1CCN(S(=O)(=O)c2cccs2)CC1
    -0.4	30	2	-33	-26	0	-6	4[fluorescence artefact?]	0
- O=C(CSc1nc(C2CCCCC2)nc2ccccc12)NCc1ccco1
    11	8	30	-22	49	6	12	-2	-12
- CCCCOc1ccc(N2C(=O)CC(NCc3ccncc3)C2=O)cc1 (stereo not drawn)
    3.4	0	20	-24	16	3	17	2	-13
- COCC(C)NC(=O)c1cc(-c2cccc(OC)c2)on1 (stereo not drawn)
    0.2	nt	5	-24	11	5	nt	2	-2[fluorescence artefact?]
- Cn1c(=O)n(C)c2cc(NS(=O)(=O)c3ccc(C(C)(C)C)cc3)ccc21
    0.8	3	3	-27	-23	4	18	4	-22
- COc1ccc(NC2CCN(C3CC(=O)N(c4ccc(F)c(Cl)c4)C3=O)CC2)cc1 (stereo not drawn)
    -0.2	8	-2	3	1	2	-12	9	2
- O=C1CC(=O)CC(c2ccccc2)C1
    0.9	7	-4	26	10	5	nt	-3	0
- COc1cc(C2C(=O)N(C3CCCC3)CC(=O)N2Cc2ccco2)ccc1OC(C)C (stereo not drawn)
    -0.1	5	1	-13	13	9	-9	5	9
- Cc1ccc(-n2cc(CN3CCC(CO)(Cc4ccccc4)CC3)cn2)cc1
    3.7	6	14	27	-19	2	nt	-4	1
- Cc1ccc2c(c1)C1C3CCC(C3)C1S(=O)N2 (stereo not drawn)
    3.9	7	20	-32	41	-6	16	3	-19
- O=C1NC2(CCCCCCC2)C(=O)N1Cc1ccc(F)cc1
    1.3	8	10	11	20	1	8	-1	3
- CCCS(=O)(=O)n1nc(-c2ccc(OC)cc2OC)cc1N
    1.6	nt	-4	-15	4	-3	nt	-1[fluorescence artefact?]	9[fluorescence artefact?]
- COc1ccc(CCNC(=O)CCCCCn2c(SCC(N)=O)nc3cc4c(cc3c2=O)OCO4)cc1OC
    9.3	5	35	4	7	-10	-5	1	14
- Cc1ccc(NS(=O)(=O)c2ccc(C3CCCCC3)cc2)cc1
    1.3	3	2	39	8	10	6	-3	6[fluorescence artefact?]
- CCOc1cc2[nH]c(=S)n(CCC(=O)NCc3ccco3)c(=O)c2cc1OCC
    1.0	4	43	-17	-13	-13	2	0	-4
- CCc1nnc(NC(=O)c2ccc(Cl)nc2)s1
    4.0	3	23	-81	-12	-17	4	1	-13
- CCN(CC)S(=O)(=O)c1cc(C(=O)Oc2ccccc2OC)ccc1OC
    1.4	9	0	-26	3	-4	1	1	-2
- COc1ccc(C2=NCCn3cccc32)c(OC)c1
    -0.5	8	-1	18	-18	-38	nt	2	-3
- CCOC(=O)c1c(-c2ccc(OC)cc2)csc1/N=C/C1=C(O)CCCC1=O
    -0.3	2	2	11	38	1	nt	2	-8
- CCN(CC)S(=O)(=O)c1ccc(-c2nnc(SCC(=O)Nc3cc(OC)cc(OC)c3)o2)cc1
    0.6	2	-1	-13	18	-12	-2	-3	6[fluorescence artefact?]
- CCOC(=O)c1ccc(NC(=O)CSc2n[nH]c(-c3ccncc3)n2)cc1
    0.1	4	2	-7	19	2	-7	6[fluorescence artefact?]	4[fluorescence artefact?]
- COC(=O)c1ccccc1NC(=O)CSc1nncn1C
    0.9	5	18	-20	18	0	-6	1	-5
- CC(C)C(=O)NC(=S)Nc1ccccc1C(=O)Nc1ccccc1
    -0.5	-4	0	3	17	7	-5	-3[fluorescence artefact?]	-21
- O=C(c1ccc(Cl)c(Cl)c1)N1CCC(=O)N(C(COCc2cccc(C(F)(F)F)c2)Cc2ccccc2)CC1 (stereo not drawn)
    0.0	9	-12	38	23	9	5	-2[fluorescence artefact?]	19
- COc1ccc(NC(=O)C2C(=O)NC3(C)CC2c2ccccc2O3)cc1 (stereo not drawn)
    -0.4	13	-1	-22	8	2	0	1[fluorescence artefact?]	6[fluorescence artefact?]
- CSc1ccccc1C(=O)C1CCCN(C(=O)CCc2cccnc2)C1 (stereo not drawn)
    1.7	12	21	-51	4	-6	2	-1	-9
- CC1CCCN(C(C(=O)NC2CCCCC2)c2cc3c(cc2[N+](=O)[O-])OCO3)C1 (stereo not drawn)
    -0.8	6	2	13	14	28	0	6	-17
- CC1CCN(c2nncc3ccccc23)CC1
    -0.3	23	2	14	11	-1	2	1	-3
- CC(NC(=O)c1ccc(C23CC4CC(CC(C4)C2)C3)cc1)C(=O)O (stereo not drawn)
    5.0	6	27	-48	36	-2	-8	-1	-9
- O=[N+]([O-])c1ccc(SCCc2ccccn2)cc1
    -0.2	6	-18	-15	20	-32	15	-2	-4
- CCN(CC)S(=O)(=O)c1cccc(NC(=O)COC(=O)CCC(=O)c2cccs2)c1
    0.8	6	20	9	-9	-4	3	0	-5
- COCCNC(=O)CCCn1c(=O)c2cc(OC)c(OC)cc2n(CC(=O)Nc2ccc(F)cc2)c1=O
    0.7	3	-9	-19	-13	-1	-6	7	15
- Cc1ccc(CC(NC(=O)c2ccccc2)C(=O)NC(CC(C)C)C(=O)O)cc1 (stereo not drawn)
    0.9	7	4	-18	27	0	nt	0	-11
- CCN1CC(c2ccccc2)C(c2ccc(Cl)cc2)=N1 (stereo not drawn)
    1.0	6	0	11	10	-2	9	1	2[fluorescence artefact?]
- CCOC(=O)NC(Nc1nnc(SCC)s1)(C(F)(F)F)C(F)(F)F
    0.1	12	1	4	-3	7	nt	8[fluorescence artefact?]	7[fluorescence artefact?]
- Cc1ccc(CNC(=O)C2CC(c3cccc([N+](=O)[O-])c3)=NO2)o1 (stereo not drawn)
    0.5	10	2	-7	8	-2	2	4[fluorescence artefact?]	-3[fluorescence artefact?]
- Cc1ccnn1Cc1cc(C(=O)O)c2ccccc2n1
    2.0	4	-11	22	38	6	0	2	-10
- Cc1ccc(NC(=O)C2CCCN2C(=O)Oc2ccccc2)c(C)c1 (stereo not drawn)
    -0.9	2	17	-1	14	-10	3	2	-11
- O=C(CCC(=O)OCC(F)(F)C(F)F)NCc1ccccc1
    -0.1	6	0	22	-6	4	-4	-2	-5
- CC(=O)c1sc(NC(=O)C=C(C)C)nc1C
    0.1	14	0	-20	14	-22	0	-13	-5
- CN(CC(=O)Nc1cccnc1)S(=O)(=O)c1ccccc1
    -0.6	7	5	9	-3	-6	-1	2[fluorescence artefact?]	-4
- O=C(N/N=C/c1cc([N+](=O)[O-])ccc1O)c1ccncc1
    0.1	15	8	8	5	-9	14	4	-1
- Cc1ccc(N(Cc2ccc([N+](=O)[O-])cc2)C(=O)c2ccco2)cc1C
    0.1	5	3	17	63*	5	-26	25	16
- Cn1c(=O)[nH]c(=O)c2c1nc(N1CCCC1)n2CCCSc1nnnn1-c1ccccc1
    0.4	8	1	26	13	0	2	-2[fluorescence artefact?]	4[fluorescence artefact?]
- CN(C)c1ccc(/C=C/C(=O)c2ccccc2O)cc1
    -0.5	10	20	-19	-72	-7	-78	1	-16
- CCCCOC(=O)CSc1nnc(-c2cc(OC)c(OC)c(OC)c2)o1
    0.3	6	3	7	6	33	2	-3	-1
- COc1ccccc1C(=O)Nc1ccc(S(=O)(=O)N2CCc3ccccc32)cc1
    1.6	19	0	18	-12	-3	1	2	12
- O=C(Cc1ccc(Br)cc1)Nc1ccc(Cl)cc1
    1.0	3	0	7	2	-2	nt	3	-10

Ordered by the number under EP2 modulator (ascending): some entries from above
SMILES	EP2 modulator
CCCCOC(=O)CSc1nnc(-c2cc(OC)c(OC)c(OC)c2)o1	6
CCN1CC(c2ccccc2)C(c2ccc(Cl)cc2)=N1 (stereo not drawn)	10
CC(=O)c1sc(NC(=O)C=C(C)C)nc1C	14

Other compounds:
Order of results: L929 necroptosis	EP2 antag	Hck-Nef inh	Calpain2 inh	EP2 modulator	TbHK1 inh	Rad51 HR inh	eIF4E 4G PPI	14-3-3 Bad inh
- C[C@@H]1CC=C[C@H]2[C@H]1C(=O)N(Cc1ccccc1)[C@H]2c1ccc(-c2ccc(N(C)C)cc2)cc1F
    1.9	7	26	-47	11	-29	4	-6	-6
- COCCCn1c(SCC(=O)Nc2ccc(C)cc2)nc2ccccc2c1=O
    3.4	15&7	18	-6	17&-16	0	6	0	-6
- CCCNC(=O)NC(=O)COc1c(F)c(F)cc(F)c1F
    -0.1	11	0	-22	4	1	-2	0	-7
- COC(=O)c1ccc2nc(NC(=O)C(C)C)sc2c1
    7.5	5	16	24	-20	-2	-8	-2	-8
- CCOC(=O)c1[nH]c2c(c1-c1ccc(OC)cc1)C(=O)CC(c1ccc(OC)c(OC)c1)C2 (stereo not drawn)
    5.2	nt	1	-29	17	-12	nt	2[fluorescence artefact?]	-3[fluorescence artefact?]
- Cc1nc2c(ccc3nc(NC(=O)c4ccc(S(=O)(=O)N(C)C)cc4)sc32)s1
    7.6	15	2	i	-17	-25	-4	-5	-5
- COc1ccccc1C(=O)Oc1ccc2c(c1)O/C(=C\c1ccncc1)C2=O
    -0.3	15	76*	-9	-5	-6	-54	-4	37

These rows are one share of the data. The share of hits here may be higher or lower than overall.
